# NCI-60 one-dose screen, 48 h, at 10 µM unless noted. Numbers give growth in % (100 = growth as untreated, 0 = no growth, -100 = all killed).
# DU-145 = DU-145 prostate cancer. actives 4.2% (n = 81,000). AID 1794760
# OVCAR-8 = OVCAR-8 ovarian cancer; actives 4.4% (n = 81,000); AID 1794782
# OVCAR-3 = OVCAR-3 ovarian cancer; actives 7% (n = 79,000)
# IGROV1 = IGROV1 ovarian cancer | actives 4.7% (n = 79,000) | AID 1794786
# OVCAR-5 = OVCAR-5 ovarian cancer. actives 2.9% (n = 82,000)
# SK-OV-3 = SK-OV-3 ovarian cancer cells. actives 3.2% (n = 80,000). AID 1794785
# OVCAR-4 = OVCAR-4 ovarian cancer cells; actives 3.7% (n = 80,000); AID 1794784
# PC-3 = PC-3 prostate cancer cells; actives 3.9% (n = 80,000)
# The depositor's hits bear a star; nt = not tested or not shown; & = joins results of further samples; [ ] = dose if it differs, or a comment. How the source made its calls: active means growth percent below 10; inactive means the rest.
1) O=C(O)CC(NC(=O)Cc1ccc(C(F)(F)F)cc1)c1cccc(Cl)c1 (stereo unspecified)
2) COC(=O)CCC(=O)NCCc1c[nH]c2ccccc12
3) CC1(C)CC[C@]2(C(=O)Nc3ccccn3)CC[C@]3(C)C(=CC[C@@H]4[C@@]5(C)C/C(=C/c6ccncc6)C(=O)C(C)(C)[C@@H]5CC[C@]43C)[C@@H]2C1
4) [BH3-][NH2+][BH2-][NH2+][BH2-][NH3+]
5) CCOC(=S)SCc1cc(=O)oc2ccc(OC)cc12
6) COC(=O)C1([N+](=O)[O-])CC(c2ccc(Cl)cc2)ON(c2ccccc2)C1c1ccc(C)cc1 (stereo unspecified)
Screen / compound no.	1	2	3	4	5	6
DU-145	106	111	34	106	102	105
OVCAR-8	102	102	41	106	104	81
OVCAR-3	nt	113	13	104	106	83
IGROV1	94	100	51	94	86	75
OVCAR-5	98	99	76	105	109	90
SK-OV-3	107	142	72	110	107	92
OVCAR-4	100	116	17	104	108	80
PC-3	94	79	28	100	96	52

7) O=C1/C(=C/c2ccc(Cl)cc2)CCC/C1=C\c1ccc(Cl)cc1
8) O=C(Nc1ncc(Cc2cccc(C(F)(F)F)c2)s1)C(=S)N1CCOCC1
9) Cn1c2ccccc2c2ssc(=S)c21
10) O=C(Nc1ccccc1C(=O)O)c1ccccc1
11) COc1cccc(OC)c1Oc1c(/C=N/N=c2\sc3ccccc3n2C)c(C)nn1-c1ccccc1
12) OCC(O)C(O)CC1SCCS1 (stereo unspecified)
Screen / compound no.	7	8	9	10	11	12
DU-145	92	107	116	112	99	108
OVCAR-8	69	102	102	101	97	96
OVCAR-3	56	106	nt	115	99	101
IGROV1	63	102	-26*	110	100	107
OVCAR-5	97	99	100	105	91	106
SK-OV-3	88	97	119	103	83	103
OVCAR-4	nt	112	89	108	97	112
PC-3	91	92	101	100	61	102

13) COc1ccc(C2=NN(C(=O)COc3ccc(Cl)cc3)C(O)(c3cc(F)c(Cl)cc3Cl)C2)cc1 (stereo unspecified)
14) C/C(=C(/c1ccc(Cl)cc1)c1ccc(OCCN2CCCC2)cc1)c1ccc(Cl)cc1
15) Cc1c(OCC(F)(F)F)ccnc1CNc1ccc(C2=CC(c3ccccc3)N=C(N)N2)cc1 (stereo unspecified)
16) O=C(OCCO)c1ccccc1O
17) CC1CCc2ccccc2N1 (stereo unspecified)
18) C=CC(C)(CCC=C(C)C)OC(=O)/C=C/c1ccccc1 (stereo unspecified)
Screen / compound no.	13	14	15	16	17	18
DU-145	105	98	75	129	104	106
OVCAR-8	91	89	60	97	100	116
OVCAR-3	nt	88	62	132	97	104
IGROV1	60	81	78	87	92	105
OVCAR-5	97	89	96	113	100	105
SK-OV-3	95	108	86	133	99	104
OVCAR-4	99	95	67	156	nt	104
PC-3	75	66	73	94	108	104

19) Cc1cc(C(O)(c2ccc(Nc3ccccc3)cc2)c2ccc(Nc3ccc(S(=O)(=O)O)cc3)cc2)ccc1N (stereo unspecified)
20) O=C1C(=Cc2ccc3cccc(Cl)c3n2)C(=O)c2ccccc21
21) O=C1/C(=C/C2=Cc3ccccc3OC2)SC(=S)N1Nc1ccccc1
22) CC(=O)Nc1nc(C)c(C(=O)N/N=C/c2cccn2C)s1
23) C=C(C)[C@@H]1CC[C@]2(C)[C@H](CC[C@@H]3[C@@H]([C@@](C)(O)CCC=C(C)C)CC[C@]32C)[C@@]1(C)CCC(=O)OC
24) CC[C@]1(O)CC2CN(CCc3c([nH]c4ccccc34)C(C(=O)OC)(c3cc4c(cc3OC)N(C=O)[C@H]3[C@@](O)(C(=O)OC)[C@H](OC(C)=O)[C@]5(CC)[C@@H]6C[C@@H]6CN6CC[C@]43[C@@H]65)C2)C1 (stereo partly specified)
Screen / compound no.	19	20	21	22	23	24
DU-145	12	112	92	106	118	-41*
OVCAR-8	6.1*	97	58	101	108	10
OVCAR-3	-29*	117	67	105	117	-54*
IGROV1	5.5*	43	85	-1.2*	112	8.3*
OVCAR-5	-66*	106	78	110	108	30
SK-OV-3	31	93	58	141	104	-18*
OVCAR-4	-5.8*	97	65	108	106	45
PC-3	12	87	50	95	84	18

25) Cc1nc(-c2ccccc2)cc2c1C(=O)N(CC(=O)c1ccccc1)C2=O
26) CS(=O)(=O)Nc1ccc(C(=O)NC(C(=O)NO)c2ccc(C3CC3)cc2)cc1 (stereo unspecified)
27) CCC1CCC2=C(C1)C(=O)c1ccccc1C2=O (stereo unspecified)
28) Clc1nc2ccccc2nc1Cl
29) Clc1ccc2c(NCCNc3nc(N4CCCCC4)nc4ccccc34)ccnc2c1
30) COc1ccc(-c2cc(-c3nc4ccccc4[nH]3)[nH]n2)cc1OC
Screen / compound no.	25	26	27	28	29	30
DU-145	110	113	96	106	26	71
OVCAR-8	104	98	79	99&98	-30*	nt
OVCAR-3	112	105	102	112&111	-65*	42
IGROV1	109	97	62	98&103	30	57
OVCAR-5	110	99	116	90&94	25	105
SK-OV-3	111	nt	99	112	-2.7*	65
OVCAR-4	102	104	82	96&102	34	56
PC-3	97	90	67	121&105	9.7*	35

31) COC[C@@]1(C)CC[C@]2(C)CC[C@]3(C)C(=CC[C@@H]4[C@@]5(C)CCCNC(C)(C)[C@@H]5CC[C@]43C)C2C1 (stereo partly specified)
32) NC1C2CN(c3cnc(C(=O)Nc4cc(F)cc5cccnc45)cn3)CC12 (stereo unspecified)
33) O=C(Cc1ccc(C(O)CC(=O)c2ccccc2O)cc1)Nc1ccccc1 (stereo unspecified)
34) COc1ccc(C(=O)Nc2cccc(-c3cc(=O)c4ccccc4o3)c2)c(OC)c1OC
35) COc1ccc(C2Nc3nc(SC)[nH]c(=O)c3N=C3c4ccccc4C(=O)C32)cc1 (stereo unspecified)
36) CCC(C)C1NC(=O)C(CCNCS(=O)(=O)O)NC(=O)C(NC(=O)C(CCNCS(=O)(=O)O)NC(=O)C(NC(=O)C(CCNCS(=O)(=O)O)NC(=O)CCCCC(C)C)C(C)O)CCNC(=O)C(C(C)O)NC(=O)C(CCNCS(=O)(=O)O)NC(=O)C(CCNCS(=O)(=O)O)NC(=O)C(C(C)CC)NC1=O (stereo unspecified)
Screen / compound no.	31	32	33	34	35	36
DU-145	74	93	104	101	109	117
OVCAR-8	89	97	90	60	99	79
OVCAR-3	78	36	102	110	83	nt
IGROV1	52	86	nt	98	87	57
OVCAR-5	80	100	109	95	94	73
SK-OV-3	104	94	96	108	97	40
OVCAR-4	66	57	89	88	57	58
PC-3	46	88	74	77	91	62

37) Nc1ccc(C(=O)OCCCN(C2CCCCC2)C2CCCCC2)cc1
38) COc1ccc2c(OCc3nnc4ccc(-c5ccccc5)nn34)ccnc2c1
39) COc1cc(/C=C/C(=O)N2CCN(C(=O)c3cc(OC)c(OC)c(OC)c3)CC2)ccc1OCCCN1C(=O)c2cccc3cccc(c23)C1=O
40) S=c1[nH]c(-c2ccccc2)cs1
41) O=Cc1ccc(C2NCCc3c2[nH]c2ccccc32)cc1 (stereo unspecified)
42) CC(C)[C@H]1CC[C@H]2[C@@H](CC[C@H]3[C@](C)(CN)CCC[C@]23C)C1
Screen / compound no.	37	38	39	40	41	42
DU-145	114	109[2.5 µM]	79	110	110	11
OVCAR-8	100	102[2.5 µM]	51	101	105	98
OVCAR-3	111	110[2.5 µM]	73	115	100	23
IGROV1	95	106[2.5 µM]	nt	nt	nt	93
OVCAR-5	88	87[2.5 µM]	107	100	100	75
SK-OV-3	96	73[2.5 µM]	121	100	88	111
OVCAR-4	106	100[2.5 µM]	78	101	97	68
PC-3	93	97[2.5 µM]	26	95	84	65

43) CC/C(=C(/c1ccc(Cl)cc1)c1ccc(OCCN)cc1)c1ccc(Cl)cc1
44) NS(=O)(=O)c1ccc(N=Nc2sc(=O)[nH]c2S)cc1
45) COc1ccc(-c2nnc(-c3ccc4ccccc4c3)o2)cc1
46) CN1CC(c2ccccc2)C2(SC(=NC3CCCCC3)N(Nc3ccccc3)C2=O)C12C(=O)Nc1ccccc12 (stereo unspecified)
47) COC(CCN(Cc1ccccc1)Cc1ccccc1)N1CCCC1=O (stereo unspecified)
48) COc1ccc(/C=C(/C(=O)c2ccccc2)S(=O)(=O)c2ccc(C)cc2)cc1
Screen / compound no.	43	44	45	46	47	48
DU-145	98	94	99	67	110	90
OVCAR-8	95	98	92	51	96	86
OVCAR-3	nt	103	118	34	108	111
IGROV1	97	104	117	50	104	89
OVCAR-5	95	111	95	57	90	103
SK-OV-3	113	113	118	91	102	107
OVCAR-4	97	89	95	46	112	91
PC-3	88	86	104	29	77	84

49) O=C1c2c(c3c4cc(Br)ccc4[nH]c3c3ccc4ccccc4c23)C(=O)N1CCN1CCOCC1
50) CCSc1cc(Cl)nc(N)n1
51) Cn1cc(/C=C\C(=O)O)c2nccnc21
52) CC/C(=N/OCc1ccccc1)C(=O)NNS(=O)(=O)c1ccc(C)cc1
53) CCN(CC)C1CCC(Nc2ccnc3cc(Cl)ccc23)CC1 (stereo unspecified)
54) Cc1ccccc1CN1C(=O)C2=C(CCNC2)N2CCN=C12
Screen / compound no.	49	50	51	52	53	54
DU-145	82	121	101	124	nt	112
OVCAR-8	77	106	100	90	115	101
OVCAR-3	nt	124	104	111	nt	115
IGROV1	68	87	103	102	121	103
OVCAR-5	110	93	110	103	102	120
SK-OV-3	82	105	99	112	113	96
OVCAR-4	106	106	nt	107	90	116
PC-3	68	109	102	97	88	79

55) CCOc1ccc(C(=O)OC)cc1
56) CCOC(=O)CC1CSC(N/N=C(\C)c2ccc3ccccc3c2)=N1 (stereo unspecified)
57) CC(=O)Oc1ccc(OCc2ccccc2)cc1
58) CC1CC(C)CN(C(=O)c2ccc(Cl)cc2Cl)C1 (stereo unspecified)
59) COC(=O)c1nn(C)c(=O)[nH]c1=O
60) CC1=CC(C)(C)NC(=S)N1c1cccc(Cl)c1
Screen / compound no.	55	56	57	58	59	60
DU-145	104	99	103	109	108	121&117
OVCAR-8	103	nt	97	103	104	101&99
OVCAR-3	107	102	100	106	112	108&100
IGROV1	114	99	104	52	96	100&99
OVCAR-5	110	93	99	102	104	92&99
SK-OV-3	102	97	89	107	112	101&113
OVCAR-4	101	89	105	107	101	103
PC-3	99	91	89	60	99	93

61) CCCCCN1C(=O)/C(=c2\sc3n(c2=O)C2C(NN=3)N(CCC)C(=O)N2CCC)c2ccccc21 (stereo unspecified)
62) Cc1ccc(S(=O)(=O)NCCNc2nccc(-c3c(-c4cccc(F)c4)nc4occn34)n2)cc1
63) CN(C)c1ccc(N2Cc3ccccc3OC3=C2C(=O)c2c(O)ccc(O)c2C3=O)cn1
64) O=C(Cc1ccc(Cl)cc1)c1ccccc1
65) COc1nc2c(C)cccc2cc1-c1nc2c(cnn2-c2ccc(Br)cc2)c(=O)[nH]1
66) CCCCCCCCN(CCCCCCCC)CCCCCCNc1cc(OC)cc2cccnc12
Screen / compound no.	61	62	63	64	65	66
DU-145	100	87	-97*	118	108	27
OVCAR-8	81	68	-12*	109	103	73
OVCAR-3	110	98	-96*	111	115	nt
IGROV1	86	58	-63*	113	95	79
OVCAR-5	98	122	-51*	100	100	92
SK-OV-3	nt	94	-7.8*	107	108	102
OVCAR-4	99	77	-98*	122	111	83
PC-3	93	66	-4.3*	99	96	67

# A draw from above in order of count of non-hydrogen atoms, largest number first.
36) CCC(C)C1NC(=O)C(CCNCS(=O)(=O)O)NC(=O)C(NC(=O)C(CCNCS(=O)(=O)O)NC(=O)C(NC(=O)C(CCNCS(=O)(=O)O)NC(=O)CCCCC(C)C)C(C)O)CCNC(=O)C(C(C)O)NC(=O)C(CCNCS(=O)(=O)O)NC(=O)C(CCNCS(=O)(=O)O)NC(=O)C(C(C)CC)NC1=O (stereo unspecified)
15) Cc1c(OCC(F)(F)F)ccnc1CNc1ccc(C2=CC(c3ccccc3)N=C(N)N2)cc1 (stereo unspecified)
29) Clc1ccc2c(NCCNc3nc(N4CCCCC4)nc4ccccc34)ccnc2c1
48) COc1ccc(/C=C(/C(=O)c2ccccc2)S(=O)(=O)c2ccc(C)cc2)cc1
8) O=C(Nc1ncc(Cc2cccc(C(F)(F)F)c2)s1)C(=S)N1CCOCC1
56) CCOC(=O)CC1CSC(N/N=C(\C)c2ccc3ccccc3c2)=N1 (stereo unspecified)
22) CC(=O)Nc1nc(C)c(C(=O)N/N=C/c2cccn2C)s1
27) CCC1CCC2=C(C1)C(=O)c1ccccc1C2=O (stereo unspecified)
Screen / compound no.	36	15	29	48	8	56	22	27
DU-145	117	75	26	90	107	99	106	96
OVCAR-8	79	60	-30*	86	102	nt	101	79
OVCAR-3	nt	62	-65*	111	106	102	105	102
IGROV1	57	78	30	89	102	99	-1.2*	62
OVCAR-5	73	96	25	103	99	93	110	116
SK-OV-3	40	86	-2.7*	107	97	97	141	99
OVCAR-4	58	67	34	91	112	89	108	82
PC-3	62	73	9.7*	84	92	91	95	67

60) CC1=CC(C)(C)NC(=S)N1c1cccc(Cl)c1
51) Cn1cc(/C=C\C(=O)O)c2nccnc21
17) CC1CCc2ccccc2N1 (stereo unspecified)
4) [BH3-][NH2+][BH2-][NH2+][BH2-][NH3+]
Screen / compound no.	60	51	17	4
DU-145	121&117	101	104	106
OVCAR-8	101&99	100	100	106
OVCAR-3	108&100	104	97	104
IGROV1	100&99	103	92	94
OVCAR-5	92&99	110	100	105
SK-OV-3	101&113	99	99	110
OVCAR-4	103	nt	nt	104
PC-3	93	102	108	100

# Remaining list, next part:
67) CN(C)c1ccc(/C=N/O)cc1
68) COc1ccc(CN2C(=O)NC(c3ccccc3)(c3ccccc3)C2=O)cc1
69) C=C(C)COc1ccc(C)cc1
70) Nc1nccc2c1ncn2C1OC(CO)C(O)C1O (stereo unspecified)
Screen / compound no.	67	68	69	70
DU-145	107	115	115	111
OVCAR-8	100	102	101	101
OVCAR-3	98	106	114	101
IGROV1	98	107	114	115
OVCAR-5	95	106	119	106
SK-OV-3	95	102	113	105
OVCAR-4	108	79	nt	110
PC-3	97	79	91	122

# Source: PubChem
